WT yeast gro inh – growth inhibition of WT yeast, mitochondrial fusion screen; mitochondrial fusion phenotypic screen, WT strain; inhibition, % at 10 µM; 190,000 tested, 2.1% active; AID 1362; in the data active = inhibition above about 58%; tested in S. cerevisiae
Lipid droplet – hepatic lipid droplet formation modulation. AML12 mouse hepatocytes, oleate lipid droplets, BODIPY imaging. inhibition, % at 6.5 µM. 240,000 tested, 0.4% active;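 active = lipid droplet intensity inhibited by at least 50%, with more than 500 cells counted; inconclusive = wells with under 300 cells, treated as cytotoxic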
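System: AML12 hepatocytes (mouse). Probe or stimulus: oleic acid at 100 µM to induce lipid droplet formation. Times: overnight treatment with compound plus oleate. Detection: Image-based BODIPY and DAPI two-channel analysis. Evaluation: percent inhibition of filter-corrected integrated lipid droplet intensity per well.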
T cell HTS – modulates CD8 T cell binding to vesicles | 330,000 tested, 0.068% active | 2C CD8+ T cell-vesicle binding, flow cytometry; stronger effect = lower value | calls only at 7 µM | AID 2052;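 active = response, share of CD8 T cells binding vesicles, and their 90th percentile fluorescence all below set limits, cut at about 80% in these data, passing the limit was not always enough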
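Test system: purified 2C TCR transgenic mouse naive CD8+ T cells. Probe or stimulus: QL9-peptide-loaded Drosophila micro-vesicles bearing Ld, ICAM-1 and B7-1. Incubation: binding step 1.5 h, 37 °C, antibody labelling 20 min, ice. Measured by: flow cytometry of vesicle-bound cells.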
MT stabilize HCS – microtubule stabilizers in HeLa cells; 200,000 tested, 0.83% active; HeLa tubulin immunostaining HCS, 24 h; share of cells brighter than vehicle mean+2SD; % tubulin-high responders, % at 10 µM;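 active = plate Z-score above 3 for both tubulin-high and condensed-nucleus cell shares, with cell loss under 80%, at 10 µM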;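 also: anti alpha tubulin signal scored within the nucleus-defined area of each cell; some results filed as inactive read as strong as hits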
Myeloid diff MLP – compounds promoting myeloid differentiation; ER-HoxA9 myeloid progenitors, lysozyme-GFP differentiation, flow cytometry; calls only at 10 µM; 360,000 tested, 1% active; AID 624256;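 active = normalized GFP-positive differentiation at or above the plate's own cutoff, the solvent-only control mean plus 3 SD; inconclusive = no clear call, values can overlap the other calls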;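 also: cells exposed to compound for four days before flow analysis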
Autophagy HCS – autophagy modulation, high-content screen; MEF GFP-LC3 puncta imaging; test concentration mostly 10 µM; 190,000 tested, 0.98% active; calls only at 10 µM (by protocol);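 active = percentage of spot-positive cells more than 3 SD above its plate mean, without a fluorescence outlier flag or 80% toxicity; inconclusive = no clear call, values can overlap the other calls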;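 also: spot-positive cell cutoff set from DMSO-treated cells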
West Nile virus CPE – inhibition of WNV-induced cytopathic effect – cell-based, CPE readout (AID 1621). West Nile virus-infected cells, CPE inhibition; higher % means a stronger effect. CPE inhibition, % at 10 µM; hits with a dose series show IC50 in µM. 290,000 tested, 0.02% active; in the data active = a potency from the dose series; inconclusive = CPE inhibition mostly from about 3.7% at the one dose, without a potency; inactive = the rest, 99 in 100 with CPE inhibition below about 2.2%; also: strong numbers were not always called active
Insulin prom up – MIN6 insulin promoter up-regulation; MIN6 insulin promoter-GFP reporter, high-content imaging; stronger effect = higher value; z-score at 5 µM; 190,000 tested, 0.3% active; AID 1625;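 active = z-score above 3 at 5 µM with at least 500 cells counted in the well; inconclusive = wells under 500 cells, flagged as cytotoxic or low count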
bCat nuc transl – alters nuclear translocation of beta-catenin in HeLa cells; immunofluorescence imaging; AID 1665; 190,000 tested, 0.3% active; nuclear translocation activity, % at 5 µM;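 active = nuclear translocation activity above 50% at 5 µM, with a well cell count of 50 or more; inconclusive = wells under 50 cells across six images, flagged as toxic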;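 also: per-cell ratio of nuclear to cytoplasmic median beta-catenin stain intensity; plate controls were DMSO negative control for no effect and GSK-3 inhibitor IX positive control for full effect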
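assay system = human HeLa cells, endogenous beta-catenin | times = compound treatment 24 h, 37°C, 5% CO2 | detection = Anti-beta-catenin immunofluorescence on PFA-fixed, Triton-permeabilized cells, DAPI nuclei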
WT yeast gro inh mutant strain – recorded beside WT yeast gro inh, whose call it bears; inhibition, %; mitochondrial fusion phenotypic screen, mutant strain inhibition
Insulin prom up cell count – recorded beside Insulin prom up, whose call it bears; cell count; measured here: cytotoxicity, nuclei count;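 total cells summed across four imaged fields per well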
Lipid droplet cells 6.5 µM – also measured in Lipid droplet; calls as there; cell count; measured here: cell count, cytotoxicity flag;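 cells counted across two imaged fields per well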
bCat nuc transl cell count 5 µM – further read-out of bCat nuc transl, marked with its call; cell count; measured here: cell count, cytotoxicity flag
T cell HTS vesicle-bound % – recorded beside T cell HTS, whose call it bears; double positive events, %; measured here: CD8+ vesicle-bound cell fraction;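 binding gate set so that unloaded-vesicle control wells show 10% double positive cells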
MT stabilize HCS Hoechst-high % – further read-out of MT stabilize HCS, marked with its call; % Hoechst-high responders; measured here: nuclear condensation Hoechst responders;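 share of cells brighter than vehicle mean plus two SD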
MT stabilize HCS cytotoxicity % – recorded beside MT stabilize HCS, whose call it bears; toxicity, %; measured here: cytotoxicity by cell density;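 0% = mean cell density of plate MIN control wells and 100% = no cells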
Autophagy HCS cell loss 18 h – recorded beside Autophagy HCS, whose call it bears; toxicity, %; measured here: cell loss, nuclei count;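 cell loss after 18 h compound exposure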
Myeloid diff MLP GFP+ MAC1+ % – second read-out of Myeloid diff MLP, no call of its own (marks repeat the call); GFP+ MAC1+ double positive, %; measured here: differentiation confirmed by MAC1 staining
Numbers without * were called inactive; i = inactive; ? = inconclusive; . = not tested or not shown; + = active, no number. The order is random; any-hit rate near 3.9%.

Every second line gives: WT yeast gro inh, WT yeast gro inh mutant strain, Lipid droplet, Lipid droplet cells 6.5 µM, T cell HTS, T cell HTS vesicle-bound %, MT stabilize HCS, MT stabilize HCS Hoechst-high %, MT stabilize HCS cytotoxicity %, Myeloid diff MLP, Myeloid diff MLP GFP+ MAC1+ %, Autophagy HCS, Autophagy HCS cell loss 18 h, West Nile virus CPE, Insulin prom up, Insulin prom up cell count, bCat nuc transl, bCat nuc transl cell count 5 µM
- COc1ccc(NC(=O)Cn2c(-c3ccc(OC)cc3)cn(-c3ccc(C)cc3)c2=O)cc1
 : 41, 14, 13, 750, i, 21, 3.2, 1.7, 8.8, i, 1.8, i, -1, -0.2%, ., ., -1.9, 1054
- COc1ccc2nc(NC(=O)Nc3ccccc3OC)sc2c1
 : ., ., -7, 800, i, 36, ., ., ., ?, ., ., ., ?, ., ., ., .
- O=C(Nc1ccc(C(=O)O)cc1)/C(=C\c1ccc2c(c1)OCO2)NC(=O)c1ccc(Br)o1
 : -13, -1, 5, 778, i, 50, 4.3, 1.3, 7.1, i, 0.1, i, 0, 0.3%, 0.07, 1330, -0.3, 1097
- CC(=O)c1c(C)[nH]c(C(=O)OCC(=O)c2c(N)n(C)c(=O)n(C)c2=O)c1C
 : 9, -6, 3, 709, i, 42, 3.1, 2.5, 1.3, ., ., i, 9, -0.2%, 1.1, 1140, 3.9, 982
- Cc1ccc(NC2=NCCCCC2)cc1
 : 9, -1, 7, 742, i, 57, 2.1, 2.0, 6.8, i, 0.7, i, -5, 0.1%, -1.1, 1060, ., .
- CCOc1ccc(NC(=O)C(c2ccccn2)N(C(=O)CCl)c2ccc(OCC)cc2)cc1 (stereo not drawn)
 : -12, -25, -3, 539, i, 28, 1.4, 4.5, 5.3, i, 0.7, i, -10, -0.5%, 0.78, 1448, 2.4, 1031
- CC(=O)NCCc1nc2cc(NC(=O)COc3cccc(C)c3)ccc2n1C
 : ., ., -5, 870, i, 35, ., ., ., i, 0.3, ., ., 0.0%, ., ., ., .
- COCCC(=O)N1CCC(Oc2ccc(C(=O)N(C)C(C)c3ccon3)cc2)CC1 (stereo not drawn)
 : ., ., 4, 725, i, 13, ., ., ., i, 1.6, ., ., 1.2%, ., ., ., .
- Cc1ccc(C(C)(C)NC(=O)C2CCC(=O)N(CCCN3CCOCC3)C2)cc1 (stereo not drawn)
 : ., ., 0, 729, i, 4, ., ., ., i, 0.9, ., ., -0.6%, ., ., ., .
- CCN1CCC(N2CCN(c3ccc(F)cc3)CC2)CC1
 : ., ., 10, 855, i, 59, ., ., ., i, 0.2, ., ., -0.4%, ., ., ., .
- CC1CN(C2CCN(S(=O)(=O)c3ccccc3)CC2)CC(C)O1 (stereo not drawn)
 : -33, 14, 6, 729, i, 48, 2.9, 1.4, 2.3, i, 1.2, i, -10, -0.4%, 0.21, 1133, -1.1, 1135
- Cc1ccc(S(=O)(=O)NCCc2ccc(S(N)(=O)=O)cc2)cc1
 : 0, 0, -35, 531, i, 52, 1.9, 1.4, 6.2, i, 2.4, i, -9, -0.1%, -0.22, 1037, -2.0, 1125
- Cc1ccc(C(=O)C2CCN(S(=O)(=O)c3ccc(C(=O)O)cc3)CC2)cc1
 : ., ., -3, 797, i, 39, ., ., ., i, 0.3, ., ., 1.1%, ., ., ., .
- COc1cccc(C(=O)N2CCN(C3CCC(c4ccccc4)CC3)CC2)c1 (stereo not drawn)
 : 6, -1, -3, 747, ., ., 2.7, 3.4, 2.4, i, 0.6, i, -5, -0.6%, -0.93, 837, -3.3, 1014
- COc1cccc(-c2nc(CS(=O)(=O)CC(=O)NCCCN3CC(C)CC(C)C3)c(C)o2)c1 (stereo not drawn)
 : ., ., -26, 814, i, 3, ., ., ., ?, ., ., ., -0.8%, ., ., ., .
- Cc1cccc(C)c1NC(=O)c1sccc1SCc1cccc(C(F)(F)F)c1
 : ., ., ., ., i, 34, 2.7, 2.1, 7.7, i, 3.0, i, 12, -0.6%, ., ., ., .
- NCC12CC3CC(C1)CC(c1ccc(Cl)cc1)(C3)C2
 : 73*, 51*, 4, 669, i, 26, 4.4, 2.0, 6.6, i, 0.1, i, 39, -2.2%, -2.7, 818, 12, 909
- O=C(NC1CCCCC1)C1CCN(S(=O)(=O)c2cccs2)CC1
 : -16, 0, ., ., i, 58, 6.7, 4.4, 9.4, i, 0.8, i, -54, 0.5%, -0.58, 1052, -10, 1015
- O=C(CN(C1CCCCC1)C1CCCCC1)N1CCc2ccccc2C1
 : 53, 27, -3, 789, i, 34, 2.0, 1.7, 3.3, i, 0.5, i, 1, -0.1%, ., ., -0.1, 1199
- CC1CCCN(C(=O)C2CCN(Cc3ccc4c(c3)OCO4)CC2)C1 (stereo not drawn)
 : ., ., 0, 737, i, 4, ., ., ., i, 2.2, ., ., -0.9%, ., ., ., .
- Cc1c(Cl)cccc1N=c1c([N+](=O)[O-])nn(-c2ccccc2)n1O
 : 15, 17, 9, 768, i, 45, 2.7, 1.1, 13, i, 4.2, +, 28*, -0.9%, ., ., -12, 1037
- CCOc1ccc(NC(=S)N(C)C)cc1
 : ., ., -14, 698, i, 26, ., ., ., i, 0.5, ., ., -0.2%, 0.96, 1365, -0.6, 1306
- Nc1nnc(Cc2ccccc2)s1
 : 9, 20, 0, 749, i, 12, 2.0, 1.9, 2.7, i, 0.4, i, -4, -0.1%, -0.19, 1003, -4.6, 1190
- C[n+]1cn(Cc2ccc(C#N)cc2)c2ccccc21
 : ., ., 0, 822, i, 42, ., ., ., i, 1.2, ., ., 0.6%, ., ., ., .
- CC(C)NC(=O)COc1ccc(OCc2ccccc2)cc1
 : 18, -15, 4, 559, i, 46, 2.0, 1.7, 3.6, i, 0.5, i, -9, -1.4%, -0.15, 1377, -2.9, 1034
- COc1ccc2c(c1)C1NC(=S)NC(C)(O2)C1C(=O)Nc1ccccc1C (stereo not drawn)
 : -12, 0, ., ., i, 48, 2.6, 2.4, 5.6, i, 1.4, i, -7, 0.2%, -0.18, 1367, 1.7, 1428
- CCc1c(C)c(C#N)c2nc3ccccc3n2c1NCc1ccco1
 : -2, -11, -13, 794, i, 57, 1.6, 2.0, 5.5, i, 0.6, i, 2, -0.4%, 0.91, 928, ., .
- NC(=O)c1ccccc1OCC(=O)NC12CC3CC(CC(C3)C1)C2
 : 11, 12, -8, 764, i, 28, 3.1, 2.6, 6.3, i, 0.1, i, -42, 0.2%, 0.2, 829, 0.6, 1076
- CC(C)CC1CCCCC1OC(=O)CN1CCCCC1 (stereo not drawn)
 : 8, -7, -100, 785, i, 37, 2.5, 2.5, 8.2, i, 0.2, i, 6, 0.9%, 0.11, 1356, 1.8, 1027
- N#Cc1nc(-c2cccc3ccccc23)oc1NCCN1CCOCC1
 : 20, 14, ., ., i, 45, 3.0, 2.3, 0.2, i, 5.4, i, -15, -0.2%, -0.8, 1225, 1.7, 1096
- Cc1ccc(CC2SC(N=C(N)N)=NC2=O)cc1 (stereo not drawn)
 : ., ., 0, 839, i, 20, ., ., ., i, 0.6, ., ., -0.6%, ., ., ., .
- O=C(NC(=S)Nc1ccccc1[N+](=O)[O-])c1cncc(Br)c1
 : ., ., -1, 796, i, 57, ., ., ., i, 1.7, ., ., -0.3%, ., ., ., .
- CCN1C(=O)c2ccccc2S(=O)c2ccc(C(=O)N3CCCCCC3)cc21 (stereo not drawn)
 : 3, 0, ., ., i, 24, 1.6, 3.6, 6.6, i, 2.1, i, 4, ., -0.45, 872, ., .
- COc1ccc(N=C2NC(=O)C(CO)(CO)S2)cc1
 : ., ., 1, 829, i, 57, ., ., ., i, 0.1, ., ., 0.2%, ., ., ., .
- CC(C)[C@H](NC(=O)OCc1ccccc1)C(=O)OCC(=O)NCCc1ccccc1
 : ., ., 10, 680, i, 69, ., ., ., i, 5.4, ., ., 0.3%, ., ., ., .
- O=c1c2ccccc2nnn1CCO
 : -10, -1, 2, 668, i, 54, 4.3, 2.7, 3.7, i, 0.2, i, -26, 0.7%, 0.04, 1323, -0.7, 1169
- CCOC(=O)c1ccc(Cl)c(NC(=O)c2cccnc2)c1
 : -1, -9, 3, 680, i, 53, 2.0, 2.0, 0.6, ., ., i, -3, -0.6%, 1.3, 1448, -1.1, 981
- Cn1c2ccccc2c2nnc(SCc3ccc4nonc4c3)nc21
 : -15, 10, 9, 707, i, 59, 1.7, 3.1, 27, i, 0.5, i, 1, -0.4%, -0.13, 1272, ., .
- O=S(=O)(NCCC1CC1(Cl)Cl)c1ccc(Cl)cc1 (stereo not drawn)
 : ., ., -3, 722, i, 26, ., ., ., i, 0.5, ., ., -0.4%, 0.07, 1094, -0.2, 1312
- CCCn1c2ccccc2c2cnn(CC(=O)N(CC)CC)c(=O)c21
 : ., ., -1, 837, i, 30, ., ., ., i, 0.5, ., ., -0.5%, ., ., ., .
- O=C(O)C/C(=C\c1ccc2c(c1)OCO2)c1nc2ccccc2s1
 : ., ., 8, 834, i, 37, ., ., ., i, 0.7, ., ., -0.1%, ., ., ., .

Whole records, quoted from the list. Order of values: WT yeast gro inh	WT yeast gro inh mutant strain	Lipid droplet	Lipid droplet cells 6.5 µM	T cell HTS	T cell HTS vesicle-bound %	MT stabilize HCS	MT stabilize HCS Hoechst-high %	MT stabilize HCS cytotoxicity %	Myeloid diff MLP	Myeloid diff MLP GFP+ MAC1+ %	Autophagy HCS	Autophagy HCS cell loss 18 h	West Nile virus CPE	Insulin prom up	Insulin prom up cell count	bCat nuc transl	bCat nuc transl cell count 5 µM
Profile of `CC(C)[C@H](NC(=O)OCc1ccccc1)C(=O)OCC(=O)NCCc1ccccc1` = .	.	10	680	i	69	.	.	.	i	5.4	.	.	0.3%	.	.	.	.
Profile of `CCN1C(=O)c2ccccc2S(=O)c2ccc(C(=O)N3CCCCCC3)cc21` (stereo not drawn) = 3	0	.	.	i	24	1.6	3.6	6.6	i	2.1	i	4	.	-0.45	872	.	.
